S1P1 ag – S1P1 (human) receptor agonism; S1P1 agonist cell-based reporter assay; actives 1.5% (n = 16,000); activation, % at 4.5 µM; in the data active means activation above about 80%
NOTCH ag – NOTCH pathway agonism; NOTCH signaling luciferase reporter cells, luminescence; activation, % at 2.5 µM; AID 434982; actives 0.4% (n = 15,000); in the data active means activation above about 2.2%
TLR4-MyD88 inh – blocks binding of human TLR4 to MyD88; O00206; Cell-based TLR4-MyD88 binding inhibition assay; inhibition, % at 10 µM; actives 0.06% (n = 16,000); AID 811; in the data active means inhibition above about 45%
rat GALR2 agon – activates the rat galanin receptor 2 | cell-based GALR2 agonist screen | AID 833 | activation, % at 10 µM | actives 0.5% (n = 16,000) | O08726; in the data active means activation above about 15%
PME-1 Maybr inh – inhibitors of human PME-1 in Maybridge library. Q9Y570. recombinant PME-1, FP-Rh probe fluorescence polarization. inhibition, % at 9 µM. actives 0.5% (n = 16,000). AID 2291; in the data active means inhibition above about 30%
Target sequence (Q9Y570 whole entry, looked up): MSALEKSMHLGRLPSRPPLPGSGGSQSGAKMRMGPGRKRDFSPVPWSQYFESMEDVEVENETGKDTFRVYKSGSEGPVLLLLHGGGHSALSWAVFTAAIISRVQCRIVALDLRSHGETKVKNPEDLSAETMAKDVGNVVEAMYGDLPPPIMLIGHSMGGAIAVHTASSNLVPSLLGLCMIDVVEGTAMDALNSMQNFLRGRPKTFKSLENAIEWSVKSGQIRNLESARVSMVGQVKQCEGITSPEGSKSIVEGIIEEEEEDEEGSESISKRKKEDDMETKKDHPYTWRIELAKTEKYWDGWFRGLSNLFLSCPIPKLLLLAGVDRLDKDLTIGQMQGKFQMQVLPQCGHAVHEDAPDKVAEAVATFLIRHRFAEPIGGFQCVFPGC
Luminol counter – counter-screen for Nox1 inhibitors: inhibitors of luminol chemiluminescence. actives 0.4% (n = 16,000). HRP/luminol/H2O2 chemiluminescence counterscreen. inhibition, % at 6.7 µM. AID 1823; further: reference of the scale not given here
Nox1 inhibitor – human Nox1 inhibition; Q9Y5S8; inhibition, % at 6.7 µM; actives 0.81% (n = 16,000); HT29 cells, luminol chemiluminescence ROS
Target sequence (Q9Y5S8 whole entry, looked up): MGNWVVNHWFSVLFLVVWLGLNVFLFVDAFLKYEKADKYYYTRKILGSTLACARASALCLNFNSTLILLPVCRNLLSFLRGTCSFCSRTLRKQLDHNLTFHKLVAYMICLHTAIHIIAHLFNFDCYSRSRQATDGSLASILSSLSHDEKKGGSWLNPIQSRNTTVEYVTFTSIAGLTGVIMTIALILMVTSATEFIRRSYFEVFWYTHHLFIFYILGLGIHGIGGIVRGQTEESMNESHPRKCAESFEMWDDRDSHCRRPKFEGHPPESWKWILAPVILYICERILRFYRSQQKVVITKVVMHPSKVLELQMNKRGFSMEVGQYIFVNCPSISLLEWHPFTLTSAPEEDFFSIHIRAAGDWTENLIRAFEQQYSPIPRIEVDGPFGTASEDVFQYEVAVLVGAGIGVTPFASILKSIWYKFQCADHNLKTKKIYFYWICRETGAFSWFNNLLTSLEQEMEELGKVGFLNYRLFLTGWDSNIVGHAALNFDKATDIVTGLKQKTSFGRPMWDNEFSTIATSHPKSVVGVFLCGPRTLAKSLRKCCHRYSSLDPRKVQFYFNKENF
OPRK1 antag MB – OPRK1 (human) antagonism, Maybridge screen; AID 652031; actives 0.4% (n = 16,000); OPRK1 cells, antagonist mode, fluorescence readout; inhibition, % at 9 µM; P41145; in the data active means inhibition above about 50%
Starred values were filed as active, the others as inactive; x = no result given. Unless noted, no stated cut-off is given here; in the data, active means inhibition above about 75%; inactive means the rest. No enrichment for hits (roughly 4.8% active in at least one column).

entry	smiles	S1P1 ag	NOTCH ag	TLR4-MyD88 inh	rat GALR2 agon
1	CCOC(=O)c1csc(-c2csc(C)n2)n1	-20	-0.2	4	-6
2	O=C(CSCCS(=O)(=O)c1ccccc1)NNC(=O)Nc1ccccc1	-20	-0.7	-3	-4
3	O=C(C1CC1)n1nccc1-c1csc(-c2ccccc2)n1	2	-0.3	10	-5
4	N=C1SCC(=O)N1c1ccc(Cl)c(Cl)c1	3	0.1	3	-2
5	CC(C)c1ccc(N2C(=O)/C(=C\c3ccc(-c4ccc([N+](=O)[O-])cc4)o3)SC2=S)cc1	19	-0.9	7	-8
6	N#Cc1cn(-c2ccc(Cl)cc2)nc1C(=O)c1cccs1	-8	0.6	4	-7
7	Cc1cc(C)c2cc(C(=O)NCCSCc3ccco3)[nH]c2c1	-9	0.8	-5	-9
8	CSC(=CC(=O)c1sc(-c2cccs2)nc1C)SC	35	-1.1	-4	-3

entry	PME-1 Maybr inh	Luminol counter	Nox1 inhibitor	OPRK1 antag MB
1	1	-1	-70	27
2	-3	5	-35	-24
3	3	-2	-47	8
4	-9	5	-47	5
5	7	2	-24	8
6	-5	0	-62	-13
7	4	-3	-11	-3
8	-8	4	-6	6

More entries follow.
entry	smiles	S1P1 ag	NOTCH ag	TLR4-MyD88 inh	rat GALR2 agon
9	CC(C)N(CCO)S(=O)(=O)c1ccc(N)cc1	1	0.7	-3	-3
10	NC(=NC(=O)c1cccc(C(F)(F)F)c1)c1ccc(C(F)(F)F)cn1	-11	-0.2	-1	-11
11	COc1ccc(Oc2ccc(NS(=O)(=O)c3cccc4cccnc34)cn2)cc1	14	-0.8	-12	3
12	O=S(=O)(c1cc(Cl)sc1Cl)N1C=CC(C(F)(F)F)=NCC1	3	0.2	0	-7
13	O=C(CSc1nnc(-c2ccco2)o1)Nc1nnc(-c2cccs2)s1	-9	-0.3	-2	-1
14	CCOC(=O)C(NC(=O)c1ccco1)(Nc1ccc(F)c(Cl)c1)C(F)(F)F (stereo not given)	1	-0.1	-1	-6
15	CN(C)CCCNS(=O)(=O)c1ccc([N+](=O)[O-])cc1[N+](=O)[O-]	-16	0.0	-1	-6
16	CSc1nc(N)c(C#N)n1Cc1ccco1	-21	-0.3	8	-3

entry	PME-1 Maybr inh	Luminol counter	Nox1 inhibitor	OPRK1 antag MB
9	3	-1	16	5
10	0	-1	41	58*
11	4	4	-35	-21
12	0	-1	-2	-20
13	6	0	-12	3
14	7	-4	-3	-7
15	0	0	-35	4
16	2	5	-25	2

Next compounds follow.
entry	smiles	S1P1 ag	NOTCH ag	TLR4-MyD88 inh	rat GALR2 agon
17	O=C1C=CC(=O)N1c1ccc2scnc2c1	8	-0.1	3	-6
18	CC(C)COC(=O)c1cn(C2CCCCC2)c2ccccc2c1=O	-14	-0.3	-22	-5
19	COC(=O)c1ccccc1C(=O)c1cc(C)c(O)c(C)c1	4	-0.1	-13	-3
20	NC1=NC(=O)C(CC(=O)Nc2cccc3ccccc23)S1 (stereo not given)	-9	0.4	-6	-6
21	Cc1[nH]c(=S)[nH]c(=O)c1Cc1cccc(C(F)(F)F)c1	13	-0.5	-3	-4
22	O=C(NNC1=NCCCN1)c1cc(OCC(F)(F)F)nc(OCC(F)(F)F)c1	-17	-0.7	3	-2
23	Cc1cc(C)c(CSCCNC(=O)Nc2ccc(Cl)cc2)c(C)c1	-1	-0.2	0	-10
24	O=C1c2ccccc2C2(c3ccccc3)N1CCN2C(=O)C(Cl)(Cl)Cl (stereo not given)	6	-0.2	-1	-12

entry	PME-1 Maybr inh	Luminol counter	Nox1 inhibitor	OPRK1 antag MB
17	-23	-2	-37	-1
18	1	1	-67	-48
19	4	-11	-1	16
20	6	-4	-15	20
21	6	49	4	-20
22	4	3	15	13
23	-2	-3	-35	20
24	4	3	-26	-52

(list continues)
entry	smiles	S1P1 ag	NOTCH ag	TLR4-MyD88 inh	rat GALR2 agon
25	CCOC(=O)c1sc(SCc2ccc(Cl)cc2)c(S(=O)(=O)C(C)C)c1N	-23	0.2	-6	-8
26	CSCCC(NS(=O)(=O)c1cc(C(F)(F)F)cc(C(F)(F)F)c1)C(=O)NN (stereo not given)	0	-0.7	x	-7
27	COC(=O)c1ccccc1SC(CC(=O)c1cccnc1)c1ccc(F)cc1 (stereo not given)	0	-1.2	-23	-4
28	CC(C)NC(=S)NNC(=O)C1CC2CCC1O2 (stereo not given)	2	-0.4	8	-4
29	COC(=O)c1cc(OC)c(OC)cc1NC(=O)CN1CCOCC1	-17	-0.6	6	-7
30	COc1cc(/C=C2\COC/C(=C\c3ccc(O)c(OC)c3)C2=O)ccc1O	-15	-1.7	-8	-5
31	OC1(C(F)(F)F)CC(c2nccs2)=NN1 (stereo not given)	-16	-0.4	-5	-5
32	CSC(=CC(=O)c1cccs1)SC	-6	-0.5	-1	-10

entry	PME-1 Maybr inh	Luminol counter	Nox1 inhibitor	OPRK1 antag MB
25	3	-1	-13	-10
26	2	-1	-23	-6
27	5	-2	-14	-8
28	2	14	-17	15
29	3	0	-55	4
30	6	17	16	-57
31	0	1	-64	-9
32	1	-1	-14	-13

In the list so far, ten have a carbonyl joined to an NH by a bond outside any ring:
entry	smiles	S1P1 ag	NOTCH ag	TLR4-MyD88 inh	rat GALR2 agon
2	O=C(CSCCS(=O)(=O)c1ccccc1)NNC(=O)Nc1ccccc1	-20	-0.7	-3	-4
7	Cc1cc(C)c2cc(C(=O)NCCSCc3ccco3)[nH]c2c1	-9	0.8	-5	-9
13	O=C(CSc1nnc(-c2ccco2)o1)Nc1nnc(-c2cccs2)s1	-9	-0.3	-2	-1
14	CCOC(=O)C(NC(=O)c1ccco1)(Nc1ccc(F)c(Cl)c1)C(F)(F)F (stereo not given)	1	-0.1	-1	-6
20	NC1=NC(=O)C(CC(=O)Nc2cccc3ccccc23)S1 (stereo not given)	-9	0.4	-6	-6
22	O=C(NNC1=NCCCN1)c1cc(OCC(F)(F)F)nc(OCC(F)(F)F)c1	-17	-0.7	3	-2
23	Cc1cc(C)c(CSCCNC(=O)Nc2ccc(Cl)cc2)c(C)c1	-1	-0.2	0	-10
26	CSCCC(NS(=O)(=O)c1cc(C(F)(F)F)cc(C(F)(F)F)c1)C(=O)NN (stereo not given)	0	-0.7	x	-7
28	CC(C)NC(=S)NNC(=O)C1CC2CCC1O2 (stereo not given)	2	-0.4	8	-4
29	COC(=O)c1cc(OC)c(OC)cc1NC(=O)CN1CCOCC1	-17	-0.6	6	-7

entry	PME-1 Maybr inh	Luminol counter	Nox1 inhibitor	OPRK1 antag MB
2	-3	5	-35	-24
7	4	-3	-11	-3
13	6	0	-12	3
14	7	-4	-3	-7
20	6	-4	-15	20
22	4	3	15	13
23	-2	-3	-35	20
26	2	-1	-23	-6
28	2	14	-17	15
29	3	0	-55	4

(next part)
entry	smiles	S1P1 ag	NOTCH ag	TLR4-MyD88 inh	rat GALR2 agon
33	S=C1NCCCN1C1CCCCC1	3	-0.3	3	-3
34	N#CNC(N)=Nc1cc(Cl)ccc1Cl	0	-0.5	5	-7
35	O=C(Nc1ccncc1)c1cc([N+](=O)[O-])ccc1Sc1ccccn1	0	-5.3	1	-2
36	Cc1onc(-c2ccccc2)c1CNS(=O)(=O)c1ccc(-c2ccccn2)s1	19	0.1	0	-9
37	CC(=O)Nc1cc(C2CC2)[nH]n1	-15	-0.7	-2	-7
38	O=C(NNC(=S)Nc1cccc(Cl)c1)c1ccccc1-n1cccc1	21	0.0	-2	-4
39	O=C1NC(=S)N/C1=C\c1ccccc1Cl	9	0.0	-9	-2
40	CC1(C)Cc2cccc(C(=O)Nc3ccc(-c4csnn4)cc3)c2O1	7	0.9	3	9

entry	PME-1 Maybr inh	Luminol counter	Nox1 inhibitor	OPRK1 antag MB
33	-1	14	-2	8
34	3	-1	-54	-4
35	1	-1	-44	-1
36	4	0	-5	-19
37	4	-10	-1	2
38	1	-4	1	-2
39	5	75*	19	35
40	-1	-3	-15	19

Remaining list, next part:
entry	smiles	S1P1 ag	NOTCH ag	TLR4-MyD88 inh	rat GALR2 agon
41	O=C(OC1CCCCc2cccnc21)c1ccc(Cl)cc1 (stereo not given)	17	-0.8	x	-9
42	Fc1cc(Br)c(F)cc1Br	-8	x	-3	-6
43	COc1ccc(C2C=C(c3ccccc3)NC(=S)S2)cc1OC (stereo not given)	-4	-0.6	-1	1
44	Cc1onc(C(=O)NN)c1-c1csc(COc2ccccc2)n1	-10	-0.3	5	-5
45	CC1(C)N=C(N)N=C(N)N1c1c(Cl)cccc1Cl	-2	1.1	11	-2
46	Cc1ccc(/C=C2\SC(=O)N(c3ccccc3)C2=O)o1	49	-0.5	0	-6
47	Cc1ncc(CNS(=O)(=O)c2ccccc2C(F)(F)F)c(N)n1	17	-0.4	8	-6
48	O=[N+]([O-])c1ccc(-c2csc(COc3ccc4nonc4c3)n2)cc1	6	0.6	2	3

entry	PME-1 Maybr inh	Luminol counter	Nox1 inhibitor	OPRK1 antag MB
41	2	-1	-5	2
42	0	-4	11	6
43	4	2	-3	4
44	4	-5	-6	-1
45	-1	-2	-17	-4
46	8	0	14	-10
47	6	-6	-6	1
48	2	-7	12	25

(continued)
entry	smiles	S1P1 ag	NOTCH ag	TLR4-MyD88 inh	rat GALR2 agon
49	CN1C2CCC1CC(NC(=O)c1ccc(Cl)cc1)C2 (stereo not given)	-27	x	-5	-6
50	CCOC(=O)C1=C(C)N=C2SC(C)C(=O)N2C1c1cccs1 (stereo not given)	7	2.1	-4	-7
51	CCC(C)Nc1ncnc(N)c1[N+](=O)[O-] (stereo not given)	14	-0.1	7	-3
52	C=CCn1c(Sc2ncc([N+](=O)[O-])s2)n[nH]c1=O	-30	-1.3	-7	-10
53	CCCc1c(SC(=O)N(C)C)ccc(C(C)=O)c1O	74	-0.2	x	-8
54	Cc1ccc(S(=O)(=O)Nc2ccc(F)cc2F)cc1	39	-0.2	12	-6
55	O=c1oc2ccccc2c(O)c1C=Nc1ccc(Cl)cc1	4	-0.4	4	-7
56	Cc1cc(NC(=O)c2sc(C3COc4ccccc4O3)nc2C)no1 (stereo not given)	-3	-0.3	x	-5

entry	PME-1 Maybr inh	Luminol counter	Nox1 inhibitor	OPRK1 antag MB
49	2	-3	2	-3
50	0	1	-44	-10
51	-4	4	-18	-29
52	4	-2	55	11
53	-1	6	-63	-9
54	-3	2	-109	8
55	-1	3	-44	17
56	7	-5	21	30

Continued:
entry	smiles	S1P1 ag	NOTCH ag	TLR4-MyD88 inh	rat GALR2 agon
57	N#C/C(=C\c1ccncc1)c1ccccn1	12	-0.7	-16	-9
58	Cc1ccc2cc(NC(=O)c3cnc4ccccc4n3)ccc2n1	-14	0.2	-2	-6
59	CC(C)(C)c1ccc(C(=O)CC(N)=O)cc1	-21	-0.7	-4	-7
60	Cc1cc(OC(=O)c2c(-c3ccccc3)noc2C)c2cc(F)ccc2n1	-6	-0.4	6	-4
61	O=C(O)c1cc(-c2c[nH]c3ccccc23)nc2cc3ccccc3cc12	-1	-0.3	-4	-6
62	CCOC(=O)C(=CNc1ccn(C)n1)C(=O)OCC	-7	-0.6	2	-5
63	Cn1ncc(NCCc2ccncc2)c(Cl)c1=O	-4	0.0	-8	-9
64	COc1ccccc1C1CCN(Cc2cn[nH]c2-c2ccc(F)cc2)CC1	-6	-0.3	-2	6

entry	PME-1 Maybr inh	Luminol counter	Nox1 inhibitor	OPRK1 antag MB
57	3	-5	24	18
58	-3	-2	-20	-6
59	-2	6	-10	4
60	-3	0	-42	25
61	23	-2	-4	-3
62	8	-6	17	-6
63	29	-1	4	-4
64	2	4	-43	3

Remaining list, next part.
entry	smiles	S1P1 ag	NOTCH ag	TLR4-MyD88 inh	rat GALR2 agon
65	Cc1noc(C)c1-c1nc(-c2ccc(C(F)(F)F)cn2)no1	22	-0.1	4	-4
66	CC(C)(C)n1nc(C2CC2)cc1NC(=O)c1ccccc1	-7	0.5	-7	-6
67	NC(=O)c1ccc(-c2ncc3c(n2)-c2ccsc2SC3)cc1	17	-0.3	-12	1
68	C1=C(c2ccccc2)CC(c2ccccc2)=C1	-19	-0.5	6	-4
69	O=C(O)CCSC1=CCS(=O)(=O)c2ccc(Cl)cc21	-9	-0.3	-2	-5
70	Cn1c(Cc2ccsc2)nnc1SCC(=O)Nc1ccc2c(c1)OCCO2	-6	-1.3	x	-4
71	N/C(=N\OC(=O)c1cccs1)c1cccc(COc2ccc(Cl)cc2)c1	56	-0.5	-14	-8

entry	PME-1 Maybr inh	Luminol counter	Nox1 inhibitor	OPRK1 antag MB
65	5	0	-95	-10
66	-3	-2	6	-2
67	-8	-4	-19	5
68	-4	-1	-48	15
69	6	2	-76	1
70	8	-4	30	5
71	-38	-6	13	8
